# Bioassay records as filed in PubChem BioAssay.
# All columns: NCI-60 one-dose screen, growth in % after 48 h at 10 µM unless noted; 100 = growth as untreated, 0 = no growth, -100 = all killed.
# NCI-H226 = NCI-H226 lung cancer; hit rate 3.5% among 79,000; AID 1794732
# NCI/ADR-RES = NCI/ADR-RES ovarian cells. hit rate 4.4% among 81,000. AID 1794790
# NCI-H23 = NCI-H23 lung cancer; AID 1794731; hit rate 4% among 80,000
# RXF 393 = RXF 393 renal cancer cells | hit rate 6.9% among 77,000 | AID 1794773
# A498 = A498 renal cancer cells; hit rate 5.4% among 76,000
# ACHN = ACHN renal cancer; hit rate 4.9% among 81,000
# CAKI-1 = CAKI-1 renal cancer; AID 1794772; hit rate 4.7% among 75,000
# NCI-H522 = NCI-H522 lung cancer; hit rate 8% among 78,000; AID 1794739
# NCI-H460 = NCI-H460 lung cancer; hit rate 6.8% among 82,000
# Active calls of the source: *; . = not tested or not shown; & = joins results of further samples. Rule for the calls: active = growth percent below 10; inactive = the rest.
# Start of the listing, in advance (5 entries):
SMILES,NCI-H226,NCI/ADR-RES,NCI-H23,RXF 393,A498,ACHN,CAKI-1,NCI-H522,NCI-H460
COc1ccc(C(=O)C[n+]2ccc3ccccc3c2)cc1,94&92,95&97,84&93,114&99,83,99&93,92&83,86&92,104&101
CCc1ccc(C2=NN(c3ccc(S(C)(=O)=O)cc3)C(=O)CC2)cc1,69,6.7*,-4.8*,27,.,46,17,-1.3*,11
O=C(CSc1nc2sc3c(c2c(=O)n1-c1ccc(Cl)cc1)CCCC3)Nc1nc(-c2ccc(Br)cc2)cs1,86,98,96,101,.,96,85,85,101
CCCCCCCCCCCCCCCCCC1=NC(CC)CO1 (stereo not given),95,99,98,106,.,87,90,62,112
COc1ccc(/C=N/NC(=O)c2cnn(CC(O)c3ccccc3)c2N)cc1OCc1ccccc1 (stereo not given),71,83,73,89,.,79,93,68,76

# This part in full, previewed entries included:
SMILES,NCI-H226,NCI/ADR-RES,NCI-H23,RXF 393,A498,ACHN,CAKI-1,NCI-H522,NCI-H460
COc1ccc(C(=O)C[n+]2ccc3ccccc3c2)cc1,94&92,95&97,84&93,114&99,83,99&93,92&83,86&92,104&101
CCc1ccc(C2=NN(c3ccc(S(C)(=O)=O)cc3)C(=O)CC2)cc1,69,6.7*,-4.8*,27,.,46,17,-1.3*,11
O=C(CSc1nc2sc3c(c2c(=O)n1-c1ccc(Cl)cc1)CCCC3)Nc1nc(-c2ccc(Br)cc2)cs1,86,98,96,101,.,96,85,85,101
CCCCCCCCCCCCCCCCCC1=NC(CC)CO1 (stereo not given),95,99,98,106,.,87,90,62,112
COc1ccc(/C=N/NC(=O)c2cnn(CC(O)c3ccccc3)c2N)cc1OCc1ccccc1 (stereo not given),71,83,73,89,.,79,93,68,76
Oc1cccc2ccc(-c3nnc(SCc4ccc(O)c5ncccc45)n3-c3ccccc3)nc12,40,7.7*,20,.,32,7.5*,18,14,2.5*
Cc1ccc(NC(=O)CCCCCN2CCN(C)CC2)cc1Nc1nccc(-c2cccnc2)n1,98,98,100,99,89,98,90,108,101
Clc1nc2ccccc2cc1-c1nnc(Cn2c(COc3ccccc3)nc3ccccc32)o1,83,91,97,.,123,104,80,81,106
O=C(/C(=C/c1cccc(Cl)c1)c1ccccc1)c1ccccc1,94,86,99,.,82,92,96,92,90
Cc1cc(-c2noc(C(F)(F)F)n2)ccc1N1CCN(c2cc(C(=O)N(C)C)no2)CC1,56,70,56,105,.,64,68,57,76
C#CCNC(=O)c1cc(C(=O)c2ccc(Cl)cc2)n2c(C)cccc12,91,102,105,90,75,103,95,97,105
COc1ccc(-c2nn(-c3ccc(Cl)cc3)cc2-c2nc3ccccc3[nH]2)cc1,91,102,89,95,100,89,92,68,88
CCOc1ccc2nc(NC(=O)CSc3nnc4n3S(=O)(=O)c3ccccc3N4c3ccccc3)sc2c1,108,101,94,16,96,106,84,106,114
COc1ccc(/C=N/Nc2nc(N/N=C/c3ccc(OC)cc3O)nc(N3CCOCC3)n2)c(O)c1,69,23,86,-16*,67,28,38,81,23
Cc1ccc(/C=C2\SC(=O)N(CC(=O)Nc3ccc(C(=O)/C=C/c4cc5ccccc5nc4Cl)cc3)C2=O)cc1,89,96,85,105,110,91,82,80,101
Cc1cc(=O)oc2cc(OS(=O)(=O)N3CCCCC3)ccc12,.,102,101,101,80,102,88,86,106
O=C1/C(=C\c2cn(CC(O)CN3CCCCC3)c3ccccc23)c2ccccc2N1c1c(Cl)cccc1Cl (stereo not given),-74*,-56*,-47*,-88*,-96*,-90*,-80*,-77*,-83*
CC1(C)CC[C@]23CC[C@]4(C)[C@H](CC[C@@H]5[C@@]6(C)CCCN(CO)C(C)(C)[C@@H]6CC[C@]54C)[C@H]2[C@H]1OC3,95,101,86,.,107,97,62,95,1.8*
CCc1nc(Cl)nc(Cl)n1,107,118,118,108,99,105,106,112,107
Cc1ccc2[nH]c3nc4cccnc4c(C)c3c2c1,78,83,37,85,93,.,.,70,11
CC(C)(O)C(O)(c1ccccc1)c1ccccc1,98,108,104,118,82,109,91,107,110
COc1ccccc1C1=NO[C@H](C(=O)Nc2ccc(C#N)cc2)C1,94,94,97,101,.,103,97,91,100
COc1ccc(C(=O)/C=C/c2ccc3ccccc3c2)cc1S(N)(=O)=O,20,19,-24*,-60*,97,-92*,2.1*,-63*,2.4*
CN1CCN(C(=O)[C@@]2(C)CC[C@]3(C)CC[C@]4(C)C(=CC[C@@H]5[C@@]6(C)CCC(=O)NC(C)(C)[C@@H]6CC[C@]54C)[C@@H]3C2)CC1,68,60,62,35,73,70,43,75,32
COC(=O)C(Cc1ccc(O)cc1)NS(=O)(=O)Cc1ccccc1 (stereo not given),.,108,104,109,102,96,102,98,107
COc1ccc(-c2nc(/C=C3/C(=O)Nc4ccccc43)c3ccccn23)cc1OC,89,75,78,85,106,63,92,39,84
CCCCCCCCCCCCOC(=O)/C=C\C(=O)NC(N)=O,97,88,110,69,101,88,90,.,93
N#CC1=C(N)S[C@@H](C(=O)c2ccc(Br)cc2)[C@@H]1c1cccs1,.,100,89,100,89,102,86,83,98
COc1ccc(C(=O)NNC(=O)c2cc(OC)c(OC)c(OC)c2)cc1N,93,105,101,118,102,.,.,76,104
COc1ccc(Nc2ncnc3c2c(SC)nn3-c2ccccc2)cc1,85,92,90,81,118,100,83,61,99
CC(C)N(C(=O)Cc1ccccc1)C(C)C,103,101,99,109,106,107,.,89,105
O=C(C(c1ccccc1)C(O)c1ccccc1)N1CCOCC1 (stereo not given),107,108,109,124,102,99,107,101,112
COc1ccc(Cn2cc3c(c2-c2cc(OC)c(OC)c(OC)c2)CCc2cnoc2-3)cc1,20,20,23,17,3.8*,33,21,25,4.4*
CC(=O)OCC(=O)[C@@]1(OC(C)=O)[C@@H](C)CC2C3C[C@H](F)C4=CC(=O)C=C[C@]4(C)[C@@]3(F)[C@@H](O)C[C@@]21C (stereo not given in full),81,76,97,103,96,90,86,.,89
CCOC(=O)N1CC(C)N(CC(O)CN2CCOCC2)CC1C (stereo not given),103&112,97&110,99&112,120&122,120&95,95&107,112&112,90&102,95&125
N#Cc1c(NC(=O)c2ccc(Cl)cc2)n[nH]c1Nc1ccccc1,112,111,115,126,113,95,103,114,101

# Ordered by formula weight (largest number first): part of the list above
SMILES,NCI-H226,NCI/ADR-RES,NCI-H23,RXF 393,A498,ACHN,CAKI-1,NCI-H522,NCI-H460
CC(=O)OCC(=O)[C@@]1(OC(C)=O)[C@@H](C)CC2C3C[C@H](F)C4=CC(=O)C=C[C@]4(C)[C@@]3(F)[C@@H](O)C[C@@]21C (stereo not given in full),81,76,97,103,96,90,86,.,89
N#CC1=C(N)S[C@@H](C(=O)c2ccc(Br)cc2)[C@@H]1c1cccs1,.,100,89,100,89,102,86,83,98
COC(=O)C(Cc1ccc(O)cc1)NS(=O)(=O)Cc1ccccc1 (stereo not given),.,108,104,109,102,96,102,98,107

# The results go on.
SMILES,NCI-H226,NCI/ADR-RES,NCI-H23,RXF 393,A498,ACHN,CAKI-1,NCI-H522,NCI-H460
COc1cccc(CNc2c3ccccc3nc3ccccc23)c1OC,52,33,32,30,-4.1*,21,34,40,12
Cc1cc2c(c(C#N)c1C)NC=NC2C (stereo not given),95,102,96,119,98,114,105,82,103
CNC(=O)c1cc(N2CCc3cc(NC(=O)Nc4ccccc4)ccc32)ccn1,93,98,100,103,77,93,82,93,90
COc1ccc(/C=C/C(=O)c2ccc(NC(=O)/C(=C\c3ccc(OC)cc3)Sc3nc4ccccc4c(=O)n3-c3ccccc3)cc2)cc1,.,103,94,117,94,93,94,88,103
CCOC(=O)c1c[nH]c2c(OC)ccc(OC)c2c1=O,103,101,96,120,97,97,94,87,103
COc1cc(-c2nc(-c3nnc(-c4ccc(Cl)cc4Cl)o3)c3ccccn23)cc(OC)c1OC,83,94,95,87,67,77,84,87,91
O=C(CCCCCCCCC(=O)N1CCCCC1)N1CCCCC1,96,88,93,124,93,101,89,.,103
O=C(CCCCCC1CCCCC1)OC1CCCCC1,96,96,95,120,99,111,104,99,104
Cc1ccc(/C=N\NC(=O)c2ccccc2)cc1,110,103,103,101,98,106,105,93,104
CC(C)(C)c1cc(Br)cc(C(C)(C)C)c1O,97,107,107,101,120,106,90,115,117
OCC12CCCC(CO)(COC1)C2O (stereo not given),100,97,97,121,98,103,.,111,100
COC1OC(CNC(=O)N(C)N=O)C(O)C(O)C1O (stereo not given),101,102,101,110,114,108,101,.,105
COc1ccc(-c2c3c(cc4cc5ccccc5nc24)[C@H]2CC[C@]4(C)C(=O)CC[C@H]4[C@@H]2CC3)cc1,105,105,102,109,94,104,97,92,106
CC(C)C[C@H](NC(=O)OCc1ccccc1)C(=O)NCc1cn(CC(=O)O)nn1,.,104,104,106,99,.,89,112,112
CCCCCCCCCCCCOC(=O)c1ccc(O)c(OC)c1,91,95,90,103,.,98,98,63,103
CCCCCn1c(O)c(N=NC2=NC3C(N2)N(CC)C(=O)N3CC)c2cc(C)ccc21 (stereo not given),94,90,98,75,93,90,78,79,91
Cn1c(=O)c2[nH]c(Cl)nc2n(C)c1=O,108,114,112,116,120,99,105,.,107
CC(C)(C)CC(C)(C)Nc1c(-c2cccc(C#N)c2)nc2cnccn12,90,89,102,90,66,87,70,75,97
CN(C)C(=O)c1cccc(N)c1,92,117,111,102,89,101,106,.,101
O=C(NC(=S)Nc1cccc(Cl)c1)c1ccccc1,91,53,76,98,94,94,76,85,99
COC(=O)CC[C@H](C)[C@H]1CC[C@H]2[C@@H]3CC[C@@H]4C(c5nc6ccccc6[nH]5)=C(Cl)CC[C@]4(C)[C@H]3CC(=O)[C@]12C,67,78,73,71,62,73,61,72,96
CCOC(=O)c1cn2c3c(cccc3c1=O)C(=O)/C(=C/c1ccc(C(F)(F)F)cc1)C2,90,87,92,75,85,85,87,77,95
COC1=C(C)C(=O)c2c(c(CCO)c3n2CCC3)C1=O,92,99,92,107,73,103,108,94,107
Oc1c(CN2CCCCC2)cc(/C=C/c2cc(CN3CCCCC3)c(O)c3ncccc23)c2cccnc12,57,58,63,77,89,52,48,88,38
O=C(O)/C=C(\CCC1CCCCC1)C(=O)O,113,111,108,116,111,111,94,106,114
BrCc1ccccc1C[P+](c1ccccc1)(c1ccccc1)c1ccccc1,102,104,94,120,90,96,93,68,101
O=C1c2ccccc2NC(c2cccnc2)N1/N=C/c1cccnc1 (stereo not given),103,.,.,94,45,98,104,100,101
CCN1CCN(C(C(=O)NCc2ccccc2)c2ccc(Cl)cc2)C(=O)c2ccccc2C1=O (stereo not given),91,101,96,99,.,105,93,87,103
COc1ccc2oc(=O)cc(C3C(C#N)=C(N)Oc4c3ccc3ccccc43)c2c1 (stereo not given),100,88,90,98,100,99,.,79,105
CCCCCCCCCCCCCCCCNC(=O)Nc1ccc2ccccc2c1,108,110,103,104,104,108,107,.,99
COC(=O)/C=C/c1cn(Cc2ccccc2)c2ccc(Br)cc12,88,84,88,84,79,97,62,79,73
CCN(c1ccc(Cl)cc1)c1nc(-c2ccc([N+](=O)[O-])cc2)cs1,92,101,92,113,64,96,80,83,100
O=C(O)c1ccc2c(C(=O)O)cccc2c1,103,100,100,127,114,96,97,98,103
COc1ccc2nc3cc([N+](=O)[O-])ccc3c(NNc3ccccc3)c2c1,64,85,67,47,.,69,86,85,82

# Structural class, the compounds so far containing a CF3 group (two)
SMILES,NCI-H226,NCI/ADR-RES,NCI-H23,RXF 393,A498,ACHN,CAKI-1,NCI-H522,NCI-H460
Cc1cc(-c2noc(C(F)(F)F)n2)ccc1N1CCN(c2cc(C(=O)N(C)C)no2)CC1,56,70,56,105,.,64,68,57,76
CCOC(=O)c1cn2c3c(cccc3c1=O)C(=O)/C(=C/c1ccc(C(F)(F)F)cc1)C2,90,87,92,75,85,85,87,77,95
